# Screens: PubChem, Broad Institute
# Cneo AK release = Cryptococcus neoformans lysis via adenylate kinase release; C. neoformans lysis, adenylate kinase release luminescence, 4 h; normalised: neutral wells 0, clomiphene wells 100; lysis activity, % at 15 µM; hit rate 0.2% among 360,000; AID 651654;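 active = mean lysis activity across replicates of at least 80%, whatever share of replicates individually reach that level; inactive = mean lysis activity below 80%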
#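 Assay system: C. neoformans cells. Amount: yeast cell density of 5 × 10^6 cells/mL. Technique: AK luminescence. Buffer or medium: YPD. Times: static 4 h at 37 °C with compound, 1 h detection. Dosing: single-point compound dose. Read-out: lysis from increased AK signal.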
# PGC1a acetyl inh = PGC1a acetylation modulation, inhibitor mode; U2OS PGC1a acetylation, AlphaScreen anti-acetyl-lysine; with virally co-expressed GCN5 acetyltransferase; hit rate 0.17% among 350,000; AID 651687; inhibition, % at 15.6 µM;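 active = every replicate shows inhibition of at least 40%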;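 note: 0% = neutral control wells and 100% = positive control wells; some results beyond the cut were filed as inactive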
# Statin myotox sup = suppression of simvastatin myotoxicity; C2C12 myotubes + simvastatin, ATP luminescence, 48 h; scaled: DMSO 0, geranylgeraniol control 100; hit rate 0.78% among 330,000; AID 602340; rescue of ATP level, % at 7.49 µM;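 active = mean ATP rescue above about 67%, or every replicate alone reaching that limit, limit read from the data, passing the limit was not always enough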;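 note: myotubes were challenged with 10 µM simvastatin during compound exposure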
# S100A4 MyoIIA = blocks human S100A4 binding to myosin IIA peptide; P26447; S100A4/TAMRA-MyoIIA peptide fluorescence polarization; inhibition, % at 10.7 µM; hit rate 0.14% among 360,000; AID 652163;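 active = mean inhibition of at least 70% across replicates, with every replicate also reaching that level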
# Target sequence (P26447 whole entry, looked up): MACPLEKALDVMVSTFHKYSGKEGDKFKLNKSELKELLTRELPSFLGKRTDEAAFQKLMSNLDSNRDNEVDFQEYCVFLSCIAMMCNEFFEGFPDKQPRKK
#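 Material: human S100A4 monomer with TAMRA-labelled myosin IIA peptide; buffer or medium: HEPES pH 7.2 with CaCl2, KCl, NaCl, DTT, Triton; compound dosing: one concentration per compound; schedule: 5 min incubation before reading; benchmarks: neutral control DMSO, positive control TFP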
# XiGFP reactiv = activators of X-chromosome reactivation in mouse fibroblasts; XiGFP mouse fibroblasts, % GFP-positive cells imaging, 3 d; cells co-treated with 5-aza-dC sensitizer; scaled so ellipticine positive control = 100%; activation, % at 7.58 µM; hit rate 0.055% among 360,000; AID 743238;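 active = mean normalized replicate activation at least 10% and every replicate at or above 10%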;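 note: 0% = median of on-plate neutral control wells and 100% = ellipticine 6 µM median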
#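 System: 68-5-11 XiGFP fibroblast line | Buffer or medium: DMEM containing 5-aza-dC | Compound: Single point | Times: Compounds 3 days, fix/stain 15 min at room temperature | Benchmarks: Positive control ellipticine, 6 µM final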
# LGR2 antag = inhibitors of bursicon-induced Drosophila LGR2 receptor cAMP signaling. inhibition, % at 9.99 µM. HEK293 LGR2, CRE-luciferase, bursicon-stimulated, 4 h. hit rate 0.35% among 380,000;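 active = drop in luminescence signal, shown as inhibition above about 50% in the replicate tests, limit read from the data, passing the limit was not always enough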;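 note: agonist challenge used bursicon conditioned medium at about half maximal strength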
# SIRT5 inh = blocks human SIRT5 desuccinylation of peptide. Q9NXA8. Purified SirT5, succinyl-peptide AMC, trypsin-coupled fluorescence. inhibition, % at 15 µM. hit rate 1.1% among 330,000; in the data active = inhibition above about 15%
# Target sequence (Q9NXA8 whole entry, looked up): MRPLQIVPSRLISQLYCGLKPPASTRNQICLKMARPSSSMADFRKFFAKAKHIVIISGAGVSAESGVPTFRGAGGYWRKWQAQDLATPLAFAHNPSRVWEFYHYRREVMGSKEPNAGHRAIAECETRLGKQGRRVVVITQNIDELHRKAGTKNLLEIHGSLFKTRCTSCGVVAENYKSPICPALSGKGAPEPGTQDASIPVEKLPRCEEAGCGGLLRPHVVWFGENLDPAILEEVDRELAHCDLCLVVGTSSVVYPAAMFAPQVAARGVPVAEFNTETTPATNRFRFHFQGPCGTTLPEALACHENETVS
# ERAP1 HTS inh = inhibitors of human ERAP1 aminopeptidase; recombinant ERAP1, Leu-AMC fluorescence, 60 min; inhibition, % at 10.7 µM; hit rate 0.15% among 340,000; Q9NZ08; AID 652197;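 active = mean replicate inhibition of at least 30%, or all replicates individually reaching that 30% level; inactive = mean below 30% and not every replicate reaching it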;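 note: 0% = neutral control wells and 100% = L-leucinethiol positive control wells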
# * marks the source's active call; other numbers are inactive results; . = not tested or not shown; & = joins results of further samples.
canonical_smiles	Cneo AK release	PGC1a acetyl inh	Statin myotox sup	S100A4 MyoIIA	XiGFP reactiv	LGR2 antag	SIRT5 inh	ERAP1 HTS inh
CNC(=O)CN1C(=O)c2ccccc2S1(=O)=O	-2	-3	-5	-27	-0.1	-5	.	.
COc1ccccc1N1CCN(C(=S)NC(=O)c2ccc([N+](=O)[O-])cc2)CC1	0	6	-7	-4	0.2	-1	.	4
C[C@H](CO)N1C[C@H](C)[C@H](CN(C)S(=O)(=O)c2ccc(Cl)cc2)Oc2ccc(NC(=O)c3ccncc3)cc2C1=O	-3	-14	-22	-16	-0.3	-2	2	0
CCC(=O)N1CCC2(CC1)CN(S(C)(=O)=O)[C@@H](CO)c1c2c2ccc(OC)cc2n1C	.	1	.	6	0.1	-17	-2	-1
COc1ccc(N2CCN(C(=O)C3CCCN(S(=O)(=O)c4ccc5c(c4)oc(=O)n5C)C3)CC2)cc1 (centres undefined)	-8	3	11	-2	0.0	6	-1	2
Cc1ccccc1S(=O)(=O)N1C[C@@H](O)COC[C@@H]2O[C@H](CC(=O)N3CCOCC3)CC[C@H]21	3	7	-9	17	0.0	6	-1	-2
CN(C)CC(=O)N1[C@@H](C#N)[C@@H](c2ccc(-c3cccc(C(=O)N(C)C)c3)cc2)[C@@H]1CO	-2	-3	-14	51	0.0	14	-2	-1
COc1ccc(C2=CCCCCC2)c(OC)c1OC	3	3	-3	0	0.2	-26	-1	-1
CCCNC(=O)Nc1ccc2c(c1)OC[C@@H](C)N(C)C[C@H](C)[C@@H](OC)CN(C)C2=O	5	.	-17	-1	0.6	-22	-2	0
CCCC(=O)Nc1ccc2c(c1)OC[C@@H](C)N(Cc1nccs1)C[C@@H](C)[C@H](OC)CN(C)C2=O	1	-11	5	-1	-0.3	12	-3	3
CCC1(c2ccccc2)NC(=O)N(CC(=O)Nc2ccc(S(=O)(=O)NC3=NCCCCC3)cc2)C1=O (centres undefined)	0	.	5	-2	0.5	3	-1	2
Cc1ccnc(SC2CC(=O)N(c3ccccc3)C2=O)n1 (centres undefined)	2	-8	-3	-1	0.2	14	-2	-1
OC[C@@H]1[C@H]2c3ccccc3NC[C@H]2N1CC1CCOCC1	-3	4	4	-9	0.0	-10	-3	-4
O=C(C[C@H]1CC[C@@H]2[C@H](COC[C@@H](O)CN2S(=O)(=O)c2ccc(Cl)cc2)O1)N[C@H]1CCN(Cc2ccccc2)C1	1	0	5	-5	0.0	-7	-2	-1
Cc1ccccc1NC(=O)Nc1ccc2c(c1)C(=O)N(C)[C@@H]1CC[C@H](CC(=O)NCC3CC3)O[C@H]1CO2	47	-1	10	21	0.1	-12	0	2
C[C@@H]1CN([C@H](C)CO)S(=O)(=O)c2ccc(-c3ccccc3F)cc2O[C@H]1CN(C)Cc1cccnc1	-2	-6	-55	-2	-0.2	21	7	1
COc1ccc(OC)c(NC(=O)CN(C)CC(=O)Nc2ccccc2Br)c1	.	.	.	-1	0.2	14	-1	8
CC(N)c1csc(NC(=O)c2cc(C(C)(C)C)nn2Cc2ccccc2)n1 (centres undefined)	0	-5	-5	7	0.0	14	.	-1
O=C(CCc1nc(-c2ccccc2Cl)no1)NCc1ccco1	-1	4	3	-6	0.6	7	-3	0
CCC(C)(CC(=O)Nc1nccs1)c1ccccc1 (centres undefined)	-1	-16	-8	-4	0.6	-6	-4	-2
COc1ccc(-c2cc(C(=O)NN)[nH]n2)cc1	.	.	.	1	0.1	-14	-4	1
C/C(=C\C(=O)c1ccc(Br)cc1)NCc1ccc2c(c1)OCO2	2	2	14	.	.	-2	.	.
COc1ccc(CN2C[C@H](C)[C@@H](OC)CN(C)C(=O)c3cc(NC(=O)c4nc5ccccc5s4)ccc3OC[C@H]2C)cc1	0	-4	43	-7	-0.5	25	.	1
CCN(c1ccccc1)S(=O)(=O)c1ccc(C(=O)NNC(=O)c2ccccc2F)cc1	0	8	5	3	0.1	2	-2	0

# 3 structures out of the list, sorted by molar mass, rising.
canonical_smiles	Cneo AK release	PGC1a acetyl inh	Statin myotox sup	S100A4 MyoIIA	XiGFP reactiv	LGR2 antag	SIRT5 inh	ERAP1 HTS inh
C/C(=C\C(=O)c1ccc(Br)cc1)NCc1ccc2c(c1)OCO2	2	2	14	.	.	-2	.	.
CC(N)c1csc(NC(=O)c2cc(C(C)(C)C)nn2Cc2ccccc2)n1 (centres undefined)	0	-5	-5	7	0.0	14	.	-1
COc1ccc(CN2C[C@H](C)[C@@H](OC)CN(C)C(=O)c3cc(NC(=O)c4nc5ccccc5s4)ccc3OC[C@H]2C)cc1	0	-4	43	-7	-0.5	25	.	1

# (continued)
canonical_smiles	Cneo AK release	PGC1a acetyl inh	Statin myotox sup	S100A4 MyoIIA	XiGFP reactiv	LGR2 antag	SIRT5 inh	ERAP1 HTS inh
COc1ccc(CN(C)C[C@@H]2OCCCC[C@@H](C)Oc3ccc(NC(=O)Nc4ccc5c(c4)OCO5)cc3C(=O)N([C@H](C)CO)C[C@@H]2C)cc1	-2	4	.	-5	0.3	1	6	-3
COc1ccc(C(=O)c2c(-c3ccc(OC)cc3)oc3ccc(-c4cc(OC)c(OC)c(OC)c4)cc23)cc1	-4	.	8	-1	0.0	3	-4	1
COc1ccc(CCC2CCNCC2)cc1	2	9	3	-3	0.0	-1	-3	2
O=C(c1ccccc1)N1C[C@H]2[C@@H](c3ccccc31)[C@H](CO)N2Cc1ccccc1F	-11	-13	15	4	0.2	-2	-1	1
CN1c2ccc([N+](=O)[O-])cc2C(C)(C)C12C=Cc1cc(C(=O)O)ccc1O2 (centres undefined)	-3	-2	-4	-15	0.0	10	3	4
Cc1nn(Cc2cccc(C(=O)Nc3ccn(Cc4ccccc4)n3)c2)c(C)c1[N+](=O)[O-]	.	0	.	-7	.	.	-1	5
COC(=O)[C@@]1(Sc2ccc(C)cc2)CC(=O)N[C@@H]1c1ccc(C(F)(F)F)cc1	.	.	.	-1	0.0	16	.	10
Cc1cc(C)c(NC(=O)COc2ccccc2C(=O)Nc2ccc3c(c2)oc2ccccc23)c(C)c1	-4	-14	.	0	.	2	-5	6
COc1ccc(/C=C2/CCC(CN3CCOCC3)C2=O)cc1 (centres undefined)	.	.	.	5	-0.1	-9	0	1
CN(C)c1nc2c(c(=O)[nH]c(=O)n2C)n1Cc1ccc(F)cc1	-1	3	.	-5	0.0	-7	-1	3
CCOc1ccc(-n2c(C)c(C(=O)O)c3cc(OC)ccc32)cc1	-4	.	22	4	0.0	9	-5	0
COc1ccc(NC(=O)c2ccc(C)cc2)c[n+]1[O-]	-2	7	5	1	0.0	-11	0	0
NS(=O)(=O)c1ccc(NC(=O)CN2C(=O)CCC2=O)cc1	.	-4	7	-3	-0.2	-8	1	.
CC(=O)N[C@H]1CC[C@H](CC(=O)NCC2CCCCC2)O[C@H]1CO	2	-1	-2	-5	-0.1	2	2	-1
C[C@@H]1CN([C@@H](C)CO)C(=O)c2cc(N(C)C)ccc2O[C@@H]1CN(C)Cc1ccc(C(=O)O)cc1	-17	-1	0	4	0.4	-9	-1	2
COc1ccccc1C(=O)N1CCN(Cc2cn[nH]c2-c2ccc(F)cc2F)CC1	-1	9	-6	-7	0.0	3	-3	0
O=C(C1=C(O)C(=O)N(c2ncccn2)C1c1ccc(F)cc1)c1ccco1 (centres undefined)	6	-3	.	2	3.7	-2	-3	3
COc1ccc(S(=O)(=O)N(C)C[C@H]2Oc3c(NS(=O)(=O)c4ccc(F)cc4)cccc3C(=O)N([C@H](C)CO)C[C@@H]2C)cc1	0	13&2	0	2&1	0.0	-1&-8	-16&-4	1&-5
COc1ccc(NC(=O)N2CCN(C(=O)Nc3ccc(OC)cc3)CC2)cc1	0	7	23	4	-0.1	7	1	0
Cc1cnc(NC(=O)c2cccc(S(=O)(=O)N3CC(C)OC(C)C3)c2)s1 (centres undefined)	.	-37	-3	-4	0.2	-6	5	3
CO[C@H]1CN(C)C(=O)c2ccc(NC(=O)C3CC3)cc2OC[C@H](C)N(C(=O)c2cccnc2)C[C@H]1C	-4	-4	1	4	-0.5	7	-4	3
C[C@H](CO)N1C[C@H](C)[C@H](CN(C)S(=O)(=O)c2ccccc2)OCCCC[C@H](C)Oc2ccc(NS(=O)(=O)c3cn(C)cn3)cc2C1=O	-1	9	.	1	0.3	0	-4	0
O=C(/C=C/c1ccco1)N(Cc1cccc(Br)c1)C1CCS(=O)(=O)C1 (centres undefined)	-1	-6	20	-5	0.1	.	0	-1
CN(CCC#N)C(=O)COC(=O)c1ccc(CNS(=O)(=O)c2ccc(F)c(Cl)c2)cc1	-1	-2	.	.	-0.2	11	.	.
O=C(COC(=O)c1ccccc1O)NCCC1=CCCCC1	.	1	.	4	0.0	-28	1	3
CCS(=O)(=O)Nc1ccc2c(c1)C(=O)N(C)[C@@H]1CC[C@@H](CC(=O)N3CCOCC3)O[C@@H]1CO2	-3	4	-18	12	0.4	-6	-3	1
O=S1(=O)N[C@@H](Cc2ccccc2)COc2cccc(N3CCN(Cc4ccccc4F)CC3)c21	.	.	.	-4	0.0	8	1	.
Brc1ccc(-c2noc(-c3ccccc3)n2)o1	.	.	.	1	0.7	-24	-1	.
C[C@@H]1CN([C@@H](C)CO)C(=O)c2cc(NS(=O)(=O)c3ccc(Cl)cc3)ccc2O[C@@H](C)CCCCO[C@@H]1CN(C)S(=O)(=O)c1ccc(Cl)cc1	4	8	.	.	0.1	-9	.	.
CN(c1ccc(OCC(=O)NC2CCC(O)CC2)cc1)S(=O)(=O)c1ccc(Cl)cc1 (centres undefined)	3	-24	-19	-4	0.1	2	-3	4
COc1cc(OC)cc(-c2c(-c3cccs3)c3cc(-c4ccc(OC)cc4F)ccc3n2C)c1	-2	.	-5	-4	0.0	-31	.	-4
C[C@@H](NC(=O)C[C@@H]1CC[C@@H]2[C@H](COC[C@@H](O)CN2Cc2ccc(C(F)(F)F)cc2)O1)c1ccccc1	1	-12	19	2	0.3	-30	-2	-2
O=C(c1ccccc1F)N1CCN(S(=O)(=O)c2ccc3ccccc3c2)CC1	0	-14	9	-2	-0.1	19	2	-3
CCNS(=O)(=O)c1cc(-c2nnc(OC)c3ccccc23)ccc1C	-4	-29	1	2	0.1	1	0	-3
O=C(NC1CCCCC1)N[C@@H]1CC[C@H](CC(=O)N2CCOCC2)O[C@@H]1CO	1	-9	-3	7	-0.1	-2	0	2
O=C(Cn1cc(C(F)(F)F)ccc1=O)N1CCc2ccccc21	-2	-2	9	0	0.0	-11	3	1
CC(=O)Nc1ccc(Nc2cc(C)nc(Nc3ccc(NC(C)=O)cc3)n2)cc1	-1	.	-57	11	0.3	9	-1	12
COc1ccc(CN(C)C[C@H]2Oc3ccc(NC(=O)Nc4ccc(OC)cc4)cc3C(=O)N([C@H](C)CO)C[C@H]2C)cc1	-8	.	1	-5	0.1	-6	-3	-3
O=C(O)c1ccc(N2C(=O)c3ccc(C(=O)c4cccc([N+](=O)[O-])c4)cc3C2=O)cc1	.	.	.	0	0.0	31	-4	-1
O=C(COc1ccccc1Cl)NNC(=O)c1ccc2nc[nH]c2c1	5	-4	-1	-2	0.0	-6	-6	-4
CC(=O)Oc1cc2c(C(=O)NCCCN3CCOCC3)c(C)oc2c2ccccc12	0	1	-13	.	.	29	.	.

# This is a subset; rates above refer to the full screens.
